# TAG inh: inhibitors of triacylglycerol accumulation, primary screen, cell-based, uHTS, fluorescence, H9c2 | 230,000 tested, 0.66% active | inhibition, % at 12.5 µM | H9c2 cells, Nile Red lipid (TAG) fluorescence; cells loaded with 200 µM oleic acid;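 active = pattern-corrected inhibition of lipid staining of at least 50% with the nuclear-stain viability signal not falling by more than 50%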;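 note: 0% = DMSO wells and 100% = triacsin C control wells; some results filed as inactive read as strong as hits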
# TAG inh DAPI viability: further read-out of TAG inh, marked with its call; DAPI nuclei signal change (viability), lower = more cytotoxic, %;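 whole-well DAPI fluorescence read on a plate reader as a viability signal; minus 50 percent equals half of cells still viable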
# Numbers without * were called inactive; i = inactive. Not all compounds are listed. The share of hits here may be higher or lower than overall.
SMILES,TAG inh,TAG inh DAPI viability
COc1ccc(C(C)=O)cc1COc1ccccc1[N+](=O)[O-],-7,18
O=C(NCC1CCCCC1)c1cc(S(=O)(=O)N2CCCCC2)ccc1N1CCOCC1,-4,-2
Cc1cc(NC(=O)Nc2cccc(Cl)c2)no1,-2,-10
CC(C)(C)OC(=O)N(Cc1ccccc1)Cc1ccc(OCc2cccc(NC(=O)c3ccccc3)c2)cc1,2,0
CC(NNC(=S)N1CCN(c2ccccn2)CC1)c1nccc2ccccc12 (stereo not drawn),-11,-38
COc1cc(Cl)c(C)cc1NC(=O)c1cccc(OC)c1OC,-9,12
COC(=O)c1cccc(S(=O)(=O)N2CCC(NC(=O)NC34CC5CC(CC(C5)C3)C4)CC2)c1,-28,0
NC(=O)c1ccc(NC(=O)COC(=O)c2ccc3ccccc3n2)cc1,5,0
Oc1c(Cl)cc(Cl)cc1CNn1cnnc1,-7,6
Cc1ccc(CNC(=O)CN(C)S(=O)(=O)c2ccc(F)cc2)cc1,2,-2
Cc1cc(C(C)(C)C)cc(C)c1CCNC(=O)c1c(C)noc1C,0,5
N#CC1c2ccccc2C=CN1C(=O)N(c1ccccc1)c1ccccc1 (stereo not drawn),-9,-17
NC(c1ccc(F)c(F)c1)c1nc(-c2cncnc2)cs1 (stereo not drawn),1,8
CCCNS(=O)(=O)c1ccc(NC(=O)Cc2cccs2)cc1,-8,1
COc1ccc(OC)c(NC(=O)C(=O)NNC(=O)c2cccs2)c1,-13,40
CC(N=C1NS(=O)(=O)c2ccccc21)C(=O)N1CCc2ccccc2C1 (stereo not drawn),2,-3
Cc1cc(Br)ccc1OCC(=O)NC1CCCC1,24,1
COC(=O)CCSCC(=O)N1N=C(c2ccc(Br)cc2)CC1c1cccc(OC)c1OC (stereo not drawn),-3,-1
COC(=O)C(C)(C)ONC(=O)Nc1ccccc1Cl,6,-5
C=CCN(CC=C)C(=O)Cc1ccc(F)cc1,2,-8
Cc1nc(-c2cccc(S(=O)(=O)N3CCC(C)CC3)c2)cs1,-20,9
Oc1ccc2ccccc2c1CN1CCN(c2ccccc2)CC1,-9,6
CC(=O)n1nc(-c2ccccc2)nc1NCc1ccc(N(C)C)cc1,-11,6
Cn1c(CCc2ccccc2)n[nH]c1=S,-7,12
COc1ccccc1CNC(=O)COC(=O)c1ccncc1,4,3
CCN1C(=O)C(O)(CC(=O)c2ccc(-n3cccc3)cc2)c2ccccc21 (stereo not drawn),-17,5
FC(F)(F)Oc1ccc(Nc2nc3ccccc3o2)cc1,-13,17
O=C1C2CC=CCC2C(=O)N1CC1CCCO1 (stereo not drawn),3,9
O=C(NNC(=O)c1cccc(-n2cccc2)c1)c1ccc(F)cc1,-9,1
Cn1c2ccc(F)cc2c2ncn(Cc3ccccn3)c(=O)c21,-19,-7
Sc1nnc(-c2ccc(Cl)cc2)n1Cc1ccccc1,13,4
S=c1[nH]nc(CN2CCCC2)n1Cc1ccccc1,4,5
COC(=O)c1ccc(N2CCN(S(=O)(=O)c3ccccc3)CC2)c([N+](=O)[O-])c1,14,-8
COc1ccc(C(CNS(=O)(=O)c2ccc(NC(C)=O)c(OC)c2)N2CCCCC2)cc1 (stereo not drawn),-5,1
Cc1n[nH]c(=O)c2c(NC(=O)COC(=O)c3cccc(OC(F)F)c3)oc(C)c12,3,-5
COc1ccc(C(=O)N2CCCCC2c2cc(C(=O)NCc3ccc(Cl)c(Cl)c3)no2)cc1 (stereo not drawn),-5,3
COCCN(C(=O)COC(=O)Cc1cccc2ccccc12)c1c(N)n(Cc2ccccc2)c(=O)[nH]c1=O,5,-2
O=C(CCl)Nc1cc(-c2ccccc2)nn1-c1ccccc1,-12,-12
CCOC(=O)N1CCN(S(=O)(=O)c2ccc(Br)s2)CC1,-10,-9
CCOC(=O)C1CCN(C(=O)CSc2cc(=O)n(C)c3ccccc23)CC1,16,2
CC1CCCCC1NC(=O)CCS(=O)(=O)c1ccc(Cl)cc1 (stereo not drawn),-4,1
Cn1c(N)c(C(C[N+](=O)[O-])c2ccccc2Cl)c(=O)n(C)c1=O (stereo not drawn),0,1
CCC(CO)Oc1cc(NC(=O)c2ccccc2)c2ncn(C(C)C)c2c1 (stereo not drawn),11,8
CCCCN1CCCCC1(C)C(=O)NCc1ccc2c(c1)OCO2 (stereo not drawn),-10,20
CCN(CC)C(=O)C1CCN(Cc2ccc(Br)cc2)CC1,-17,-6
Cc1cc(OCc2nc(-c3cccs3)no2)cc(C)c1Cl,-8,10
O=c1[nH]c(=O)n(CCO)c2nnn(Cc3ccccc3)c12,1,8
Cc1ccc2[nH]c(=O)c3cc(C(=O)N(CCCOC(C)C)Cc4ccco4)sc3c2c1,-22,16
O=C(Nc1ccc(Br)cn1)c1cccc2c1-c1ccccc1C2=O,15,-26
CCCc1cc(=O)n2[nH]c(CCc3ccccc3)nc2n1,-12,6
# (further entries)
SMILES,TAG inh,TAG inh DAPI viability
COc1cc(-c2cnc3c(NC=O)cc(-c4cccnc4)cn23)cc(OC)c1OC,54*,-26*
O=CNc1c(Br)cc2c(c1Br)Cc1cc(Br)ccc1-2,18,2
CCC(C)NS(=O)(=O)c1cccs1 (stereo not drawn),-8,-3
Cc1ccc(NC2CCCN(C(=O)CCC3(C)CC3)C2)cc1C (stereo not drawn),5,-5
O=c1cc(-c2ccco2)oc2ccccc12,3,10
COc1ccccc1-n1c(CNC(=O)c2ccccc2)nnc1SCC(=O)Nc1nnc(C)s1,10,1
CCN(C(=O)COC(=O)c1cc(OC)ccc1Br)C1CCS(=O)(=O)C1 (stereo not drawn),-2,2
CC1(OC(=O)C2CCCC2)C(=O)C=C2C=C(c3ccsc3)N(C3CCCCC3)C=C2C1=O (stereo not drawn),-7,1
COC(=O)CCN1CCN(S(=O)(=O)c2ccc3c(c2)OCCO3)CC1,-18,-3
CCOC(=O)Cn1ccc2cc(S(=O)(=O)N3CCCC3)ccc21,62,-69
Cc1ccc(-c2nc3ccsc3c(=O)[nH]2)cc1,-6,8
C/C(=N\NC(=O)c1ccco1)c1ccc(NC(=O)C(F)(F)F)cc1,-3,6
CCOC(=O)C1CCN(C(=O)COC(=O)CNC(=O)c2ccc(OC)cc2)CC1,10,-12
CCc1c(C)nc2ncnn2c1NC1CCCc2ccccc21 (stereo not drawn),-19,0
CC1CCCN(C(=S)Nc2ccc(S(=O)(=O)N3CCCCC3)cc2)C1 (stereo not drawn),10,-15
O=C(NCC1CC1)c1ccc2c3n(nc2c1)-c1ccc(Cl)cc1CO3,-10,-8
CS(=O)(=O)c1ccccc1C(=O)N1CCN(S(=O)(=O)c2ccc(C3CCCCC3)cc2)CC1,1,-6
COc1ccc(NC(=O)Cn2nnc(C(N)=O)c2N)c(OC)c1,-12,-4
Cc1ccc(N=c2ssnc2Cl)cc1,-22,15
COc1cccc(C(C)NC(=O)Cc2cccs2)c1 (stereo not drawn),4,-4
COc1cc(S(=O)(=O)N2CCOCC2)ccc1NC(=O)CSc1n[nH]c(=O)[nH]c1=O,-1,-1
CCOC(=O)c1ccc2[nH]cc(C(C)=O)c(=O)c2c1,6,-1
CC1(C)[N+]([O-])=C2C(=[N+]([O-])C1(C)C)c1ccccc1/C2=N\O,2,0
COc1ccccc1CNC(=O)c1ccc(CNc2c(N3CCCC3)c(=O)c2=O)cc1,15,7
NC1=NC[C@@H](Cc2ccc(O)cc2)N1CCc1cc(C(F)(F)F)cc(C(F)(F)F)c1,15,-9
Cc1cc2ncc(-c3ccc(Cl)cc3)cn2n1,0,12
COc1ccc2c(c1)c(C(=O)N1CCN(C)CC1)c(C)n2-c1ccccc1,5,17
CCN(CC)CCCN1C(=O)c2oc3ccccc3c(=O)c2C1c1cccnc1 (stereo not drawn),9,1
O=C(O)CC1(CC(=O)Nc2nccs2)CCCCC1,0,-1
CC(=O)Nc1ccc(CN2CCC(CO)(CCOc3ccccc3)CC2)cc1,9,3
COC(=O)c1c(NC(=O)C2CC2)sc2c1CCN(C(C)=O)C2,-2,13
O=Cc1ccccc1Oc1ccccc1,7,1
CS(=O)(=O)c1ccc2nc(NC(=O)Nc3ccccc3F)sc2c1,17,1
CCOc1ccc(CN(C)CC(=O)Nc2cccc3ccccc23)cc1OC,-4,13
COc1cc(CC(=O)Nc2ccc(Cl)c(C(F)(F)F)c2)cc(OC)c1OC,6,-1
O=C(O)c1cc(-c2ccc(N3CCOCC3)cc2)nn1-c1ccccc1Cl,7,-10
O=C(O)c1cc(N2CCCC2)ccn1,-13,1
COc1ccc(-c2nc(NC(C)=O)sc2-c2ccccc2)cc1,32,-10
Clc1ccccc1-c1ccc2ncnc(NCc3cccnc3)c2c1,-16,1
O=C1C[C@@H](c2ccccc2)Oc2cc(O)cc(O)c21,-1,-5

# 3 compounds already listed, ordered by SMILES length, low to high:
SMILES,TAG inh,TAG inh DAPI viability
O=C(O)c1cc(N2CCCC2)ccn1,-13,1
O=C1C[C@@H](c2ccccc2)Oc2cc(O)cc(O)c21,-1,-5
COC(=O)c1c(NC(=O)C2CC2)sc2c1CCN(C(C)=O)C2,-2,13

# Next part
SMILES,TAG inh,TAG inh DAPI viability
S=C(NCc1ccccc1)NC1CCCCC1,17,-10
O=C(NCC(=O)N1CCC(Cc2ccccc2)CC1)c1ccccc1F,32,-34
C=CCNC(=O)c1onc(CSc2ccccc2F)c1C(=O)O,-23,-2
Cc1ccn2c(NC3CCCCC3)c(-c3cccc(-c4cccc(Cl)c4)c3)nc2c1,29,1
Cc1cccc(C)c1NC(=O)CNC(=O)c1ccc(N2CCCC2)c([N+](=O)[O-])c1,-2,-12
Cc1nnc(SCC(=O)NNC(=O)COc2ccc(Br)cc2)n1C,2,7
O=C(c1ccc([N+](=O)[O-])cc1Cl)N1CCN(Cc2ccccc2)CC1,-3,-2
CC1CCN(Cc2nc3c(c(=O)n(C)c(=O)n3C)n2CCc2ccccc2)CC1,-5,-2
O=c1c(Cc2ccc(F)cc2)c(O)ccn1Cc1ccc(Cl)cc1Cl,-4,7
Cc1ccc(S(=O)(=O)Nc2ccccc2CNc2ccccn2)cc1,-26,4
CCN(CC)S(=O)(=O)c1ccc(N2CCOCC2)c(NC(=O)c2ccc(=O)n(C)n2)c1,5,-2
CCN(CC)CCN(C(=O)c1ccc2c(c1)OCCO2)c1nc2cc3c(cc2s1)OCO3,4,11
CCOC(=O)CC(=O)CSc1nnc2c(n1)[nH]c1ccccc12,-6,-2
COc1cc(OC)cc(C(=O)NNc2nc3cc4c(cc3s2)OCO4)c1,-13,-3
Cn1c(SCC(=O)c2c(N)n(C)c(=O)n(C)c2=O)nnc1-c1ccc(F)cc1,-3,13
CC[C@]12c3[nH]c4cc(CCC(=O)N(C)C)ccc4c3CCN1C(=O)[C@@H](CC(=O)NCc1ccco1)C[C@@H]2C(=O)N1CCN(C(=O)c2ccco2)CC1,11,-14
Cc1nc2[nH]c(=O)c3c(n2n1)NC1=C(C(=O)CC(C)(C)C1)C3c1ccccc1 (stereo not drawn),15,5
O=S(=O)(c1ccc(SCCOc2ccc(Br)cc2)nc1)N1CCCC1,-26,-5
Cc1ccc(Nc2nc3c(c(=O)[nH]c(=O)n3C)n2Cc2ccc(F)cc2)cc1,-17,9
CC(C)Cc1nnc(NC(=O)c2cc(-c3ccncc3)nc3ccccc23)s1,10,-2
C=CCn1c(COc2ccc(F)cc2)nnc1SC(C)C(=O)NCC1CCCO1 (stereo not drawn),5,0
CC[C@H]1C(c2ccc(F)cc2)=NN(c2ccccc2)[C@@H]1CO,-13,i
COc1ccc(OC)c(S(=O)(=O)Nc2ccc3c(c2)OCCO3)c1,-14,9
COc1ccc(OC)c(S(=O)(=O)n2nc(C)cc2C)c1,-23,10
CC1CCN(CC[C@H]2CCCN2S(=O)(=O)c2cccc(O)c2)CC1,-7,9
COc1ccc(C(=O)Nc2ccnn2C2CCN(CC3CC=CCC3)CC2)cc1 (stereo not drawn),3,2

# Grouped by structure: those above containing fluorine
SMILES,TAG inh,TAG inh DAPI viability
Cc1ccc(CNC(=O)CN(C)S(=O)(=O)c2ccc(F)cc2)cc1,2,-2
NC(c1ccc(F)c(F)c1)c1nc(-c2cncnc2)cs1 (stereo not drawn),1,8
C=CCN(CC=C)C(=O)Cc1ccc(F)cc1,2,-8
FC(F)(F)Oc1ccc(Nc2nc3ccccc3o2)cc1,-13,17
O=C(NNC(=O)c1cccc(-n2cccc2)c1)c1ccc(F)cc1,-9,1
Cn1c2ccc(F)cc2c2ncn(Cc3ccccn3)c(=O)c21,-19,-7
Cc1n[nH]c(=O)c2c(NC(=O)COC(=O)c3cccc(OC(F)F)c3)oc(C)c12,3,-5
C/C(=N\NC(=O)c1ccco1)c1ccc(NC(=O)C(F)(F)F)cc1,-3,6
NC1=NC[C@@H](Cc2ccc(O)cc2)N1CCc1cc(C(F)(F)F)cc(C(F)(F)F)c1,15,-9
CS(=O)(=O)c1ccc2nc(NC(=O)Nc3ccccc3F)sc2c1,17,1
COc1cc(CC(=O)Nc2ccc(Cl)c(C(F)(F)F)c2)cc(OC)c1OC,6,-1
O=C(NCC(=O)N1CCC(Cc2ccccc2)CC1)c1ccccc1F,32,-34
C=CCNC(=O)c1onc(CSc2ccccc2F)c1C(=O)O,-23,-2
O=c1c(Cc2ccc(F)cc2)c(O)ccn1Cc1ccc(Cl)cc1Cl,-4,7
Cn1c(SCC(=O)c2c(N)n(C)c(=O)n(C)c2=O)nnc1-c1ccc(F)cc1,-3,13
Cc1ccc(Nc2nc3c(c(=O)[nH]c(=O)n3C)n2Cc2ccc(F)cc2)cc1,-17,9
C=CCn1c(COc2ccc(F)cc2)nnc1SC(C)C(=O)NCC1CCCO1 (stereo not drawn),5,0
CC[C@H]1C(c2ccc(F)cc2)=NN(c2ccccc2)[C@@H]1CO,-13,i
